PG9 Ab binder = binders of HIV-1 gp120 antibody PG9, primary screen, biochemical, TR-FRET; inhibition, % at 6.7 µM; TR-FRET gp120-PG9 antibody binding; HIV-1 gp120 / PG9 antibody interaction; actives 0.43% (n = 360,000); in the data active means inhibition above about 8.5%
LEDGF integ inh = blockers of LEDGF/p75-dependent integrase strand transfer – biochemical, TR-FRET, high throughput, primary screen | TR-FRET IN-LEDGF/p75 DNA integration, Eu/Cy5 | inhibition, % at 3.7 µM | HIV-1 integrase (with human LEDGF/p75) | AID 743269, 2014 | actives 0.64% (n = 370,000);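 active means inhibition above the screen-wide mean plus 3 SD, cut at about 13% in these data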;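 further: signal is the Cy5 over europium emission ratio at 671 and 618 nm; 0% = plate median of compound wells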
TCR CD3 inh = inhibitors of human TCR-CD3 interaction, primary screen, biochemical, fluorescence, TAMRA-labeled TCR probe | T-cell receptor (TCR) | inhibition, % at 9.4 µM | actives 0.37% (n = 360,000) | AID 651800, 2012; in the data active means inhibition above about 19%;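 further: recombinant mutant TCR 2C K166C tagged with TAMRA read by polarization; 0% = receptor in buffer alone and 100% = receptor with positive control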
Tn7 DDE FP = inhibitors of Tn7 peptide binding to fibrin DD(E), primary screen, biochemical, fluorescence polarization, human fibrin, Tn7 probe. FP displacement of FITC-Tn7 peptide from fibrin DD(E); 0% = median of compound wells per plate. inhibition, % at 8.3 µM. actives 0.13% (n = 370,000);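 active means inhibition above the mean of compounds falling within the control limits plus 3 SD of them, cut at about 14% in these data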;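 further: 0% = plate median of compound wells and 100% = 10 µM Aha-Tn7 peptide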
Target sequence (P02675 whole entry, looked up): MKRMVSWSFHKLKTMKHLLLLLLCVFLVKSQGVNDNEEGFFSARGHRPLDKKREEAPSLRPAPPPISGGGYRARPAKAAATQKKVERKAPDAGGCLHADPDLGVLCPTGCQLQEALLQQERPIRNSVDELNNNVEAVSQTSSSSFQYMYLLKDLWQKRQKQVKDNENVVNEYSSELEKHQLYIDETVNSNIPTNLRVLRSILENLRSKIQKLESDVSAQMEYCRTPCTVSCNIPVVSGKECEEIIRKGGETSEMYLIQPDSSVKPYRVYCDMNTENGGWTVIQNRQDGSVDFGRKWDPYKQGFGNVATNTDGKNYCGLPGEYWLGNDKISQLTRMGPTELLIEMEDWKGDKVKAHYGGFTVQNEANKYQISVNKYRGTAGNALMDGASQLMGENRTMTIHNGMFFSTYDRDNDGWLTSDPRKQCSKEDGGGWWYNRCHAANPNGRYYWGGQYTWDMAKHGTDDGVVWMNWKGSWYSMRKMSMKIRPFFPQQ
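Assay system: human fibrin DD(E) protein / Input: 2 µM fibrin DD(E) / Benchmarks: high control of 10 µM Aha-Tn7 peptide / Measured by: fluorescence polarization of the labelled Tn7 tracer / Medium: Tris buffer with calcium and detergent, pH 7.8 / Timing: 10 min compound pre-incubation, 3 h probe incubation at room temperature / Repeats: one replicate per compound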
UHRF1 MBD2 ctr = UHRF1 methylated DNA binding inhibitors, primary screen, counter-screen for MBD2 inhibitor project, biochemical, TR-FRET, human UHRF1, single concentration; UHRF1 binding to methylated oligo; inhibition, % at 4.4 µM; E3 ubiquitin-protein ligase UHRF1 (Homo sapiens), Q96T88; actives 0.75% (n = 370,000); AID 687016, 2013; in the data active means inhibition above about 21%;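 further: UHRF1 SRA domain binding a hemimethylated CpG hairpin DNA probe; 0% = median of test compound wells and 100% = reference inhibitor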
ABHD4 inh = ABHD4 inhibitors, primary screen, biochemical, fluorescence polarization, mouse | purified mABHD4, FP-Rh probe fluorescence polarization | inhibition, % at 8.92 µM | actives 0.54% (n = 370,000);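 active means inhibition exceeding the mean over every tested compound plus 3 SD, cut at about 30% in these data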;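 further: 0% = plate median of compound wells and 100% = S159A mutant with DMSO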
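Assay system: wild-type mouse ABHD4 protein; compound: single nominal dose of 8.92 µM, 0.89% DMSO final; schedule: 45 min + 60 min at 25 °C; measured by: FP readout, ex 525 nm / em 598 nm; evaluation: % inhibition of FP-Rh probe binding versus controls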
SIAE inh = human SIAE inhibitors, primary screen, biochemical, fluorescence polarization, FP-Rh probe, 1536-well HTS | Sialate O-acetylesterase (Homo sapiens), Q9HAT2 | SIAE FP-Rh probe binding | inhibition, % at 9.66 µM | actives 0.69% (n = 370,000) | AID 1053197, 2014;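 active means inhibition above a cutoff: mean of compounds within the control limits plus 3 SD of those, cut at about 17% in these data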;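 further: 0% = plate median of compound wells and 100% = probe without SIAE protein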
HTRA1 inhibitor = HTRA1 serine protease inhibitors, primary screen, biochemical, fluorescence polarization, HTS | recombinant HTRA1, FP-rhodamine activity-based probe | actives 0.5% (n = 340,000) | inhibition, % at 5.96 µM | AID 504803, 2011; in the data active means inhibition above about 36%;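 further: 0% = enzyme with DMSO and 100% = wells lacking enzyme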
TDP2 inh = human TDP2 enzyme inhibitors, primary screen, biochemical, epi absorbance, recombinant enzyme; actives 0.34% (n = 370,000); Tyrosyl-DNA phosphodiesterase 2 (Homo sapiens), O95551; inhibition, % at 12.8 µM; T5PNP hydrolysis, p-nitrophenol absorbance 415 nm;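 active means inhibition above the mean of all tested compounds plus 3 SD, set per campaign, cut at about 25% in these data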;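 further: 0% = DMSO with enzyme and 100% = buffer with substrate but no TDP2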
Target sequence (O95551 whole entry, looked up): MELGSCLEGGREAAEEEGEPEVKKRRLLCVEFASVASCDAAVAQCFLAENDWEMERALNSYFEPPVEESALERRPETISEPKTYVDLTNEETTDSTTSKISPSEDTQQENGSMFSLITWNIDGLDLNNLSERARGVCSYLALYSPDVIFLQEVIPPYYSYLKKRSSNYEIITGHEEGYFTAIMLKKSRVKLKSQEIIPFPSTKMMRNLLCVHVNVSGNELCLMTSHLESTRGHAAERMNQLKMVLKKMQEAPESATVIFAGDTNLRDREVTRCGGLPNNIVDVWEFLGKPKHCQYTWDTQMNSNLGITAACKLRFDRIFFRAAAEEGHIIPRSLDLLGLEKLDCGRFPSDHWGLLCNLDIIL
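Test system: Human TDP2 enzyme | Reagent: 5 mM T5PNP | Compound dosing: 12.8 µM single point, 1% DMSO | Incubation: Enzyme reaction with compound for 2 h at 37 °C | Technique: p-Nitrophenol epi absorbance | Read-out: % inhibition relative to enzyme-containing and enzyme-free wells | Benchmarks: High control without enzyme, low control DMSO plus TDP2 | Replicates: Singlicate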
PRMT1 FP inh = PRMT1 methyltransferase inhibitors, primary screen, biochemical, fluorescence polarization; recombinant PRMT1, activity-based probe fluorescence polarization; inhibition, % at 2.79 µM; actives 1.3% (n = 370,000);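 active means inhibition above about 21% made by adding two undisclosed values, limit read from the data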
* = called active by the depositor; . = not tested or not shown; & = joins results of further samples. Rows are unselected; 4.2% or so of the library scored in one or more.

Structure,PG9 Ab binder,LEDGF integ inh,TCR CD3 inh,Tn7 DDE FP,UHRF1 MBD2 ctr,ABHD4 inh,SIAE inh,HTRA1 inhibitor,TDP2 inh,PRMT1 FP inh
NN=C1c2ccccc2-c2ccc(N)cc21,-16,-3,-4,-2,-10,29,10,15,-5,-4
COc1cccc(OC)c1-c1cnc(NC(C)=O)cn1,0.9,-4,-4,-4,1,9,3,.,3,2
COc1ccc(N2CCN(C(=O)COc3ccc(Cl)cc3Cl)CC2)cc1,-1.8,-3,8,4,0,2,6,9,-5,0
CCOc1ccc(C2C(C(=O)c3ccc(C)o3)=C(O)C(=O)N2c2cc(C)on2)cc1OC (centres undefined),2.0,-2,-7,2,1,2,9,-2,-5,5
O=C(O)CN1C(=O)NC2NC(=O)NC21 (centres undefined),-2.4,-3,9,2,1,0,2,1,-2,-3
CCN(CC(=O)Nc1ccccc1OC)C(=O)COc1ccc2ccccc2c1,-1.1,0,-3,-4,0,0,-3,-20,-2,0
C[N+](C)(C)CCOC(=O)CCC(=O)OCC[N+](C)(C)C,-2.8&0.3,-3&1,4&1,-3&-3,4&-1,-6&-4,-1&-3,3,-5&-5,-1&-1
CNC(=O)C[C@H]1C(=O)N(Cc2ccccc2)C[C@@H]1Cc1ccccc1,-2.0,-1,-1,1,-2,-6,-3,6,-6,5
CCOP(=O)(OCC)C(NC(=O)Nc1ccc(Cl)cc1)C(N)=O (centres undefined),2.5,1,-1,-1,3,-10,0,3,45*,0
CC(=O)c1cccc(N=Cc2c(O)ccc3ccccc23)c1,1.8,-2,3,-2,0,5,3,1,-6,3
CC(=O)N1N=C(c2ccco2)CC1c1ccc(Br)cc1 (centres undefined),-1.3,-2,-5,6,4,-6,-5,-7,-9,4
Cc1nnc(SCC(=O)N(C(C)C)C(C)C)nc1C,-0.9,-1,4,-2,-4,3,4,3,-2,-3
CCN(CC)CCNC(=O)C1c2ccccc2C(=O)N(CCOC)C1c1ccc(F)cc1 (centres undefined),0.0,-2,-9,3,2,6,0,6,-9,0
COc1ccc(/C(C)=N/Nc2nccnc2Cl)cc1,-2.4,0,3,-13,1,10,8,5,0,5
COC(=O)c1ccc(C(NC(=O)c2cccnc2)NC(=O)c2cccnc2)cc1,-0.2,4,3,2,-5,-3,2,-3,13,1
C[C@@H]1CN([C@@H](C)CO)C(=O)c2cc(NC(=O)CCN3CCOCC3)ccc2O[C@@H]1CN(C)C(=O)Nc1ccccc1,0.9,2,-4,-2,3,-2,6,2,-10,-1
COC(=O)Nc1c(-c2ccccc2)nc2ccc(C)cn12,-0.7,1,-3,3,1,-5,-5,-3,4,-1
Cc1ccc2c(c1)N(C)/C(=C/c1cccc[n+]1C)S2,-3.1,-6,-3,-1,-88,3,4,-11,4,7
O=C(N/N=C/c1cccnc1)c1sc2ccccc2c1Cl,-1.2,0,0,1,-5,-5,-5,-5,8,0
CCCCn1c(NC(=O)c2ccco2)c(S(=O)(=O)c2ccc(C)cc2)c2nc3ccccc3nc21,18*,10,-3,2,-5,-7,-9,-36,21,11
Cc1ccc(NC(=O)N/C=C/c2ccc(Cl)cc2)cc1,-1.3,-5,9,1,0,0,0,-6,-5,1
O=C1c2cccc3cccc(c23)C(=O)N1CCCSc1ncn[nH]1,-1.1,3,5,-1,-8,0,-3,-5,6,2
CCCC1=C(C(=O)OCC)C(c2cccs2)n2ncnc2N1 (centres undefined),-0.7,-6,-9,-3,7,4,-4,-5,-10,5
Cc1cc(/C=N/NC(=O)c2ccc(CN3CCOCC3)cc2)c(C)n1-c1ccccc1,0.1,-3,4,4,-6,6,10,0,-7,3
C[C@H](CO)N1C[C@H](C)[C@@H](CN(C)C(=O)Nc2ccc3c(c2)OCO3)Oc2ccc(NC(=O)Nc3ccc4c(c3)OCO4)cc2C1=O,0.3,-2,-6,-1,-3,6,10,2,-6,4
O/N=C1\CCCc2ccc(Cl)cc21,-2.1,2,-1,-4,-1,6,16,1,6,0
CNCCNC[C@H](Cc1cccc2ccccc12)NCCc1ccccc1,-2.2,0,7,-3,-1,6,4,6,-12,-2
Cn1c(N)c(C(=O)COC(=O)CSc2ccc(Cl)cc2)c(=O)n(C)c1=O,0.5,-1,-2,4,6,-7,-2,-6,-5,-2
Cc1ccc(NC(=O)CCc2c(C)[nH]c(=O)c(C#N)c2C)cc1,-0.8,2,9,2,-2,1,5,3,-9,-2
Cc1cccc(C(=O)N2CCN(c3ccc([N+](=O)[O-])c(N4CCOCC4)c3)CC2)c1,1.8,2,1,8,-3,-1,-3,2,0,-1
Cc1nnc(SCC(=O)NC(C)(C)C)n1C1CCCCC1,0.3,1,-5,-1,-3,-1,-8,9,6,0
O=C(NCc1ccccn1)c1ccc(NS(=O)(=O)c2cccc([N+](=O)[O-])c2)cc1,0.2,1,-4,-7,11,1,0,2,-10,-5
CCN(CC)CCN1C(=O)C(=O)/C(=C(/O)c2ccc(OCC(C)C)cc2)C1c1ccncc1 (centres undefined),-2.1,1,4,-7,0,2,4,.,3,-1
CCCOc1ncnc2c1sc1nc3c(cc12)COC(C)(C)C3,0.3,7,-2,2,6,-11,1,-12,-13,-3
CCOC(=O)CCSc1nc(C)cc(C(F)(F)F)c1C#N,2.4,-2,3,4,-1,1,2,-9,4,-2
Cc1ccc(S(=O)(=O)NCCC(=O)Nc2ccc(S(=O)(=O)NC(C)C)cc2)cc1,-0.8,1,8,1,0,2,-3,1,-2,-1
CC(=O)c1cccc(NC(=O)c2cc(-c3ccco3)on2)c1,-1.6,-3,-2,3,-1,-6,-13,-14,-6,-1
CC(Oc1cc2oc(=O)cc(-c3ccccc3)c2cc1Cl)C(=O)NCC1CCC(C(=O)O)CC1 (centres undefined),-2.2,0,0,-3,0,-13,1,5,2,3
Cc1ccc(-c2cc(C(=O)N/N=C/c3cccnc3)c3ccccc3n2)cc1C,1.5,2,-6,0,3,-34,-41,.,-12,5
COc1ccc(OCCNC(=O)CSc2ccc(C(F)(F)F)cc2[N+](=O)[O-])cc1,0.3,0,-4,1,2,5,-3,-6,1,3

For reference, 2 of the compounds above.
Structure,PG9 Ab binder,LEDGF integ inh,TCR CD3 inh,Tn7 DDE FP,UHRF1 MBD2 ctr,ABHD4 inh,SIAE inh,HTRA1 inhibitor,TDP2 inh,PRMT1 FP inh
Cc1cc(/C=N/NC(=O)c2ccc(CN3CCOCC3)cc2)c(C)n1-c1ccccc1,0.1,-3,4,4,-6,6,10,0,-7,3
C[C@H](CO)N1C[C@H](C)[C@@H](CN(C)C(=O)Nc2ccc3c(c2)OCO3)Oc2ccc(NC(=O)Nc3ccc4c(c3)OCO4)cc2C1=O,0.3,-2,-6,-1,-3,6,10,2,-6,4

(next part)
Structure,PG9 Ab binder,LEDGF integ inh,TCR CD3 inh,Tn7 DDE FP,UHRF1 MBD2 ctr,ABHD4 inh,SIAE inh,HTRA1 inhibitor,TDP2 inh,PRMT1 FP inh
O=C(NC(=O)c1ccccc1)C1=C(N2CCCC2)COC1=O,-2.8,3,4,3,-2,-1,3,-3,6,-2
NNC(=O)[C@H](Cc1ccccc1)NC(=O)NCCc1ccccc1,-0.2,2,4,7,-2,-6,-1,-13,5,0
CCN(CC)C(=O)Cn1cnc2c1c(=O)n(C)c(=O)n2C,0.1,0,1,3,0,5,4,6,0,-5
COCCNC(=O)C(OC(=O)c1cccs1)c1ccccc1 (centres undefined),-1.3,-1,9,7,-4,1,10,10,6,-4
O=C(COC(=O)CCC(=O)c1ccc(F)cc1)Nc1cccc(S(=O)(=O)N2CCOCC2)c1,-1.7,2,-2,-4,4,0,7,0,3,2
CCc1ccccc1N(CC(=O)NC1CCCCC1)C(=O)CCC(=O)Nc1ccccn1,1.1,-4,-8,5,4,-4,7,-3,-3,-1
COC(=O)c1cc(NS(=O)(=O)c2ccc(N3CCCCCC3)c([N+](=O)[O-])c2)cc(C(=O)OC)c1,-0.3,0,3,3,2,-11,-48,-33,-11,-1
COc1ccccc1N(CC(=O)N1CCN(c2ccc(F)cc2)CC1)S(=O)(=O)c1ccc(C)cc1,-0.9,8,3,-2,1,-2,-6,-1,1,-3
COc1ccc(CN2CCN(CCc3ccccc3)C(CCO)C2)c(O)c1 (centres undefined),4.5,-4,-7,-4,2,-4,4,-8,1,1
Cc1c(C(=O)OCc2nc3scc(-c4ccccc4)c3c(=O)[nH]2)cccc1[N+](=O)[O-],-0.6,-1,-3,5,1,-15,-17,-17,3,1
CN(c1ccccc1)c1ccc(/C=C(\CCC(=O)O)c2nc3ccccc3s2)cc1[N+](=O)[O-],-2.1,2,3,5,-2,69*,14,31,-9,1
O=C(CCN1C(=O)S/C(=C\c2ccc(Cl)cc2)C1=O)Nc1ccc(C(=O)O)cc1,-4.5,-5,-5,0,2,-5,1,6,0,1
N#CCC(CNc1ncc(C(F)(F)F)cc1Cl)OC(=O)c1cccc([N+](=O)[O-])c1 (centres undefined),-0.1,1,4,-7,-1,-10,-3,-37,-8,1
Cc1cc([N+](=O)[O-])nn1CC(=O)N/N=C/c1ccccc1F,-1.8,-6,-2,3,1,-6,-6,-2,-1,5
O=C(CC(NC(=O)c1ccccc1)c1ccccc1)NCc1ccccc1 (centres undefined),0.3,2,0,-8,-1,-5,1,4,8,-5
Fc1ccc(-c2cc3nc(-c4ccccc4)cc(N4CCN(CCN5CCOCC5)CC4)n3n2)cc1,-1.5,-3,-6,1,0,-7,-14,-21,-7,2

Reprinted at random: 2 records from the list, in no set order.
Structure,PG9 Ab binder,LEDGF integ inh,TCR CD3 inh,Tn7 DDE FP,UHRF1 MBD2 ctr,ABHD4 inh,SIAE inh,HTRA1 inhibitor,TDP2 inh,PRMT1 FP inh
CC(Oc1cc2oc(=O)cc(-c3ccccc3)c2cc1Cl)C(=O)NCC1CCC(C(=O)O)CC1 (centres undefined),-2.2,0,0,-3,0,-13,1,5,2,3
O=C(O)CN1C(=O)NC2NC(=O)NC21 (centres undefined),-2.4,-3,9,2,1,0,2,1,-2,-3

Assay outcomes: PubChem, The Scripps Research Institute Molecular Screening Center
